STAT1 activator: STAT1 signaling activation | NIH 3T3 STAT1-luciferase reporter, IFN-gamma, luminescence; 100% = IFN-gamma alone, no compound | activation (% of control), % at 5.5 µM | hit rate 2.6% among 200,000;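 active = activation above the screen-wide mean activation plus 3 SD, cut at about 130% in these data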;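 also: raw ratio to IFN-gamma control signal so 100% means no change and 0% no light; values of inactives mirror those of a sister screen read the other way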
APP transl inh: APP translation inhibition; SH-SY5Y APP 5'UTR-luciferase reporter, luminescence; inhibition, % at 2 µM; hit rate 0.82% among 190,000; AID 1285;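 active = inhibition above a set limit, derived from the sample mean plus 3 SD, cut at about 45% in these data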; also: values of inactives mirror those of a sister screen read the other way
NF-kB expr up: raises NF-kB expression in human neuronal cells; NF-kB reporter expression; stronger effect = higher value; fold change at 12.5 µM; hit rate 1.6% among 190,000; in the data active = fold change above about 3.3
Hsp70 activator: switches on Hsp70 transcription. HeLa Hsp70 promoter luciferase reporter, luminescence; scaled: vehicle 0, proteasome-inhibitor control 100%. activation, % at 10 µM. hit rate 0.04% among 200,000;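 active = activation above the mean across all tested compounds plus 3 SD, cutoff set per campaign, cut at about 5.5% in these data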;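 also: 100% = MG132 at 30 µM as the positive control and 0% = DMSO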
Efa HMGR inh: E. faecalis class II HMG-CoA reductase inhibition | inhibition, % at 10 µM | purified E. faecalis HMGR, NADPH absorbance 340 nm kinetic | hit rate 0.41% among 190,000 | AID 1066;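 active = inhibition above a set limit, the median over all tested compounds plus 3 SD, cut at about 9.5% in these data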;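 also: enzyme runs in reverse so mevalonate oxidation gives rising NADPH absorbance; 0% = complete reaction with DMSO and 100% = background rate lacking mevalonate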
APP 5'UTR act: APP 5'UTR luciferase reporter activation; SH-SY5Y APP 5'UTR luciferase reporter, luminescence; zero percent = DMSO vehicle wells; activation, % at 2 µM; hit rate 1% among 190,000; AID 1276;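 active = activation above a set limit, based on mean plus 3 SD of controls, cut at about 140% in these data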; also: values of inactives mirror those of a sister screen read the other way
DTT redox prof: compounds producing H2O2 with reducing agent – biochemical, NIH compound library profiling, artefact control for MLSCN library redox annotation, primary screen; hit rate 0.03% among 200,000; activation, % at 10 µM; DTT-dependent redox cycling H2O2, phenol red/HRP absorbance; 100% = 100 µM peroxide control, 0% = buffer;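 active = activation of at least 50% relative to the plate's high and low controls in the primary single-dose screen; inactive = activation below 50%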;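 also: compound incubated with DTT at 0.8 mM final as the reducing agent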
G6PDH CS: counter-screen for G6PDH assay hits: L. mesenteroides G6PDH inhibition; inhibition, % at 5 µM; Purified L. mesenteroides G6PDH, diaphorase/resazurin coupled fluorescence, 45 min; AID 1020; hit rate 0.12% among 200,000; in the data active = inhibition above about 50%
FLuc inhib CS: Photinus pyralis luciferase inhibition counter-screen; P08659; ATPLite firefly luciferase biochemical luminescence, 10 min; inhibition, % at 10 µM; hit rate 1.5% among 200,000; AID 1006;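 active = inhibition above about 50% when tested at 10 µM, limit read from the data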
Target sequence (P08659 whole entry, looked up): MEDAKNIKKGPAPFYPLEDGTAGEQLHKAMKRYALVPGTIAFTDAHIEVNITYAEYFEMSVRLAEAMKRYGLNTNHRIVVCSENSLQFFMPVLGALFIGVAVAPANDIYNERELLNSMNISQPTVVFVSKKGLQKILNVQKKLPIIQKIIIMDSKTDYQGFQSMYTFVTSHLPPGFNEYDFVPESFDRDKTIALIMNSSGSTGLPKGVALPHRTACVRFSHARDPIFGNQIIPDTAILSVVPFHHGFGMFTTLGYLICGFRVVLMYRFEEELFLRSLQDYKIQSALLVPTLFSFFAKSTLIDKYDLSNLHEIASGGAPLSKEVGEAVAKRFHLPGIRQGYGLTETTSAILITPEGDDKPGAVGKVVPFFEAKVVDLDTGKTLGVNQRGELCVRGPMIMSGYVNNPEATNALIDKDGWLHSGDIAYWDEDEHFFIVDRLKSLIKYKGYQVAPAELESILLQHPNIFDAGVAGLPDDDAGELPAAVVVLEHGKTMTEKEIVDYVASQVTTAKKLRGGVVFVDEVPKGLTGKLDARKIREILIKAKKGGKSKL
FLuc act counter: firefly luciferase counter-screen for stimulation assays; 200,000 tested, under 10 active; AID 1027; P08659; ATPlite luciferase biochemical, luminescence, 10 min; 0 = ATP-free wells, 1 = DMSO control; activation factor at 10 µM;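 active = luciferase activation factor, scaled between plate controls, of at least 2 with compound at 10 µM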
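Assay system: Luciferase/luciferin reagent mix; Medium: PBS as buffer for the ATP substrate; Dosing: test compounds dosed from 2 mM stocks in 100% DMSO; Times: 10 min, room temperature; Signal: luminescence from luciferase reaction; Read-out: luciferase activation; Controls: No-ATP low control, compound-free enzyme-plus-ATP high control.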
Numbers without * were called inactive; · = no result given.

SMILES	STAT1 activator	APP transl inh	NF-kB expr up	Hsp70 activator	Efa HMGR inh	APP 5'UTR act	DTT redox prof	G6PDH CS	FLuc inhib CS	FLuc act counter
Cn1[nH]c(C(F)(F)F)cc1=O	101.6	-9.3	1.35	0.0	-3.1	9.3	-2.4	1.0	-0.2	1
Cc1cccc(C(=O)N(Cc2nc3ccccc3c(=O)[nH]2)C2CCCC2)c1	103.4	-0.6	0.8	-0.4	3.8	0.6	-1.4	8.6	-6.9	1.1
Cn1c(N)c(C(=O)COC(=O)c2ncc(Cl)c(Cl)c2Cl)c(=O)n(C)c1=O	84.8	-8.3	0.75	-0.2	-5.1	8.3	0.2	-0.7	-6.3	1.1
COc1ccc(C(=O)Nc2ccc(S(=O)(=O)N3CCc4ccccc43)cc2)cc1	95.0	-9.9	0.71	-0.1	-2.9	9.9	0.6	·	·	·
CCOC(=O)N/N=C/c1ccc(OC)c(O)c1	98.2	-7.4	1.21	-0.3	-2.7	7.4	-1.1	4.9	7.9	0.9
CCN(CC)C(=O)Cn1cc(C(=O)C(=O)NCCc2ccc(S(N)(=O)=O)cc2)c2ccccc21	108.6	-11.1	0.87	-0.1	-9.9	11.1	-0.5	-0.6	1.1	1
CCOC(=O)c1cnc(SCC(=O)Nc2ccc(NC(C)=O)c(OC)c2)nc1N	109.0	-6.2	1.58	-0.3	-3.3	6.2	0.2	11.4	-7.9	1.1
Cc1ccc(-n2c(N)c(C(=O)N3CCOCC3)sc2=S)c(C)c1	97.8	2.6	1.32	-0.2	-1.1	-2.6	0.0	6.3	-3.2	1
Cc1ccccc1NC(=O)COC(=O)Cc1ccsc1	95.7	-29.3	1.05	-0.2	-2.1	29.3	-0.7	7.9	-8.2	1.1
CCCn1c(NC(=O)c2ccc(F)cc2)nc2ccccc21	118.9	-86.6	1.47	0.3	1.3	86.6	-1.8	4.4	-3.7	1
COc1ccc(C2CC(c3ccccc3)=NN2c2ccc(S(N)(=O)=O)cc2)cc1 (centres undefined)	97.1	-14.8	·	-0.2	0.0	14.8	-1.2	10.0	7.1	0.9
O=C(NCC(c1cccs1)N1CCOCC1)c1ccccc1NS(=O)(=O)c1cccc([N+](=O)[O-])c1 (centres undefined)	106.8	8.1	0.82	-0.3	-6.6	-8.1	0.2	-8.7	-14.4	1.1
Cc1ccccc1-n1c(=O)c2ccccc2n2c(=O)[nH]nc12	97.8	-0.8	0.93	-0.3	-1.5	0.8	1.7	10.5	-2.1	1
O=C(Nc1cccc(Br)c1)c1ccc(CSc2ccccc2)cc1	100.2	-12.8	1.62	0.1	-4.2	12.8	2.0	4.6	-2.8	1
CC(=O)N1N=C(c2ccccc2)CC1c1ccccc1[N+](=O)[O-] (centres undefined)	84.6	4.0	1.3	-0.1	-1.9	-4.0	0.1	-8.8	-2.8	1
CCOc1ccc(-c2nnc3sc(COc4ccc(C)cc4)nn23)cc1	107.3	9.5	0.98	-0.3	-1.4	-9.5	0.0	0.0	-9.4	1.1
Cc1cc(/C=N/NC(=O)c2ccccc2F)c(C)n1-c1ccccc1	131.2*	-96.1	3.09	-0.1	-5.5	96.1	-1.8	6.2	75.1*	0.2
CCOC(=O)c1sc2nc(C)nc(N3CCCCC3C)c2c1C (centres undefined)	91.8	-13.1	1.11	-0.1	-0.8	13.1	-1.7	7.5	-1.6	1
Cc1c(Cl)cnc(NC(=O)COC(=O)CCc2nc3ccccc3s2)c1Cl	100.7	-1.7	1.23	-0.5	-9.4	1.7	0.6	-19.3	-3.4	1
O=C(c1ccc([N+](=O)[O-])cc1)N1CCN(C(=O)c2ccco2)CC1	104.3	13.2	0.75	0.2	9.5	-13.2	-0.6	6.7	-5.1	1.1

Some of the entries so far, as comma-separated lines:
smiles,STAT1 activator,APP transl inh,NF-kB expr up,Hsp70 activator,Efa HMGR inh,APP 5'UTR act,DTT redox prof,G6PDH CS,FLuc inhib CS,FLuc act counter
Cc1ccc(-n2c(N)c(C(=O)N3CCOCC3)sc2=S)c(C)c1,97.8,2.6,1.32,-0.2,-1.1,-2.6,0.0,6.3,-3.2,1
Cc1ccccc1NC(=O)COC(=O)Cc1ccsc1,95.7,-29.3,1.05,-0.2,-2.1,29.3,-0.7,7.9,-8.2,1.1
CCCn1c(NC(=O)c2ccc(F)cc2)nc2ccccc21,118.9,-86.6,1.47,0.3,1.3,86.6,-1.8,4.4,-3.7,1

(further entries)
SMILES	STAT1 activator	APP transl inh	NF-kB expr up	Hsp70 activator	Efa HMGR inh	APP 5'UTR act	DTT redox prof	G6PDH CS	FLuc inhib CS	FLuc act counter
Cc1nnc(SCC(=O)N2c3ccccc3Sc3ccccc32)n1N	104.7	-6.6	1.02	-0.8	1.0	6.6	1.9	5.8	-0.1	1
COc1ccc(OC)c(C2C(C(=O)c3ccc(C)o3)=C(O)C(=O)N2CCCN2CCOCC2)c1 (centres undefined)	96.1	-23.7	·	-0.2	·	23.7	2.3	·	·	·
Cc1ccccc1NC(=O)CCC(=O)OCC(=O)c1ccc(-c2ccccc2)cc1	94.2	-1.9	1.17	0.0	1.6	1.9	-4.7	0.9	8.3	0.9
Cc1ccc(NC(=S)N2CCN(C3CCCCC3)CC2)cc1	105.8	-6.5	1.46	0.4	1.3	6.5	-3.9	1.1	-3.8	1
CCN(CC)C(=O)CSC1=C(C#N)C(c2ccco2)C(C(=O)OCCOC)=C(C)N1 (centres undefined)	102.3	-0.3	1.17	-0.5	-1.7	0.2	0.7	4.7	0.6	1
COc1ccc(C)cc1S(=O)(=O)Nc1cc(Cl)ccc1Cl	99.2	5.2	1.01	0.2	-2.2	-5.2	0.6	-1.3	-8.2	1.1
Cc1cc(NC(=O)c2ccccc2F)nc2c1c(=O)oc1ccccc12	104.5	-6.2	1.14	-0.2	-6.2	6.2	-0.1	10.8	-6.5	1.1
Cc1ccc(C)n1CCN1CCN(CC(=O)Nc2cc(C(F)(F)F)ccc2Cl)CC1	90.8	-1.7	0.89	0.2	-3.5	1.8	1.4	-7.7	-9.3	1.1
COc1ccccc1CN1CC(C(=O)N2CCN(c3ccc(F)cc3)CC2)CC1=O (centres undefined)	93.5	0.0	0.91	3.6	2.0	0.0	0.7	10.8	0.3	1
O=C(COC(=O)C12CC3CC(CC(Br)(C3)C1)C2)Nc1cccnc1Cl	98.2	-10.9	1.29	-0.3	-6.6	10.9	-0.1	1.8	-1.0	1
C=CCC1CCCC(=O)N2CC[C@H](O)C12 (some centres undefined)	97.2	17.9	1.01	-0.3	-10.8	-17.9	-0.6	20.5	-0.5	1
OCCN1CN=C(Nc2nc3ccccc3o2)NC1	103.1	12.7	1.18	-0.1	-1.6	-12.7	1.8	6.4	-1.5	1
CCOP(=O)(OCC)C(C#N)=C1SCN(c2ccccc2)CS1	100.9	7.3	·	-0.3	·	-7.3	-2.8	·	·	·
CCOC(=O)c1sc(=NC(=O)C2CC2)n(C)c1C	95.8	-30.8	1.26	0.0	0.4	30.8	0.2	2.6	-1.3	1
Cc1cc(=O)oc(C)c1C(=O)N1CCCCC1	103.7	5.3	1.16	0.0	3.9	-5.3	0.9	4.4	-6.7	1.1
Cc1cccc(-n2c(C)nc3sccc3c2=O)c1	94.8	-3.9	0.98	-0.2	-4.2	3.9	-5.2	10.2	1.1	1
CCCC(=O)N1CCN(c2ccc([N+](=O)[O-])c(NC(C)c3ccccc3)c2)CC1 (centres undefined)	90.8	-6.3	0.59	-0.4	-3.8	6.3	0.2	-1.1	-3.0	1
Cc1cc(C)c(S(=O)(=O)Cc2ccc(Cl)cc2)c(=O)[nH]1	102.7	-8.5	1.08	-0.3	-6.3	8.5	-0.9	5.8	-0.8	1
Cc1nonc1NC(=O)Nc1cccnc1	98.6	12.6	1.19	-0.1	-9.1	-12.6	-5.5	5.2	-6.7	1.1
NC(=S)NNC(=O)Nc1cccc(Cl)c1	89.7	1.7	1.28	-0.3	-3.1	-1.7	-0.1	-3.7	-5.7	1.1
CC(=O)c1sc2nc(=O)c(C)nn2c1C	100.6	4.3	0.86	0.2	-4.8	-4.3	-2.2	-1.7	-8.0	1.1
O=C(CN(CCc1ccccc1)C(=O)c1csnn1)NC1CCCC1	101.8	-10.8	0.97	-0.5	-2.7	10.8	-0.3	11.2	-5.7	1.1
Cc1nn(-c2cccc(Cl)c2)c2c1C(c1cccnc1)C(C#N)=C(N)O2 (centres undefined)	95.1	-8.0	1.02	-0.1	-4.8	8.0	3.6	4.9	-12.9	1.1
O=c1[nH][nH]c(-c2ccccc2)c1C=Nc1ccc(OC(F)(F)F)cc1	103.1	27.6	0.93	0.0	0.3	-27.6	-2.4	5.4	-3.3	1
ClC(Cl)(Cl)c1nc(N/N=C/c2ccncc2)c2ccccc2n1	94.3	16.3	1.11	-0.4	0.9	-16.3	-0.7	2.5	-5.2	1.1
COC(=O)Cc1c(C(=O)OC)nnn1-c1ccc(OC)cc1	91.9	9.7	1.96	-0.3	0.0	-9.7	0.1	7.4	3.3	1
CN(C)c1cccc(NC(=O)c2ccco2)c1	105.2	-2.9	0.98	-0.1	-4.7	2.9	-1.1	-1.3	5.1	0.9
CCOc1ccc(N2C(=O)c3cccnc3C2Nc2ccc(OC)cc2)cc1 (centres undefined)	94.4	8.3	0.71	-0.1	0.5	-8.3	-1.1	8.0	-0.5	1
Cc1cc(Cl)ccc1OCC(=O)Nc1nc(-c2cccs2)cs1	99.5	-13.6	1.45	0.0	1.4	13.6	1.7	9.2	-6.3	1.1
COc1ccc(C(CNC(=O)Cc2c(F)cccc2Cl)N2CCCCC2)cc1 (centres undefined)	98.9	-1.1	1.11	0.1	-0.6	1.1	0.2	4.0	-9.3	1.1
Cc1cc(C)cc(NC(=O)C(OC(=O)C2=COCCO2)c2ccccc2)c1 (centres undefined)	97.7	3.9	1.04	-0.2	-3.8	-3.9	0.6	31.8	2.6	1
CCOC(=O)C1=C(CNCc2ccc(F)cc2)NC(=O)NC1c1cccc([N+](=O)[O-])c1 (centres undefined)	106.9	15.6	1.43	0.4	-4.6	-15.6	-1.9	12.3	-1.1	1
NC(=O)N/N=C/c1ccc(N2CCOCC2)s1	99.8	13.0	0.89	-0.2	-5.0	-13.0	0.1	-0.7	1.5	1
CCN(CC)C(=O)C1=C(C)NC(=S)NC1c1cccs1 (centres undefined)	100.0	-8.5	1.1	-0.1	-5.6	8.5	-0.7	5.4	-8.7	1.1
COc1ccc(OC)c(CNn2c(-c3ccccc3F)nc3ccccc3c2=O)c1	94.0	-8.0	0.76	-0.5	-5.6	8.0	0.0	-3.8	-2.5	1
Cn1c(N)c(C(=O)COC(=O)CC(NC(=O)c2ccccc2Cl)c2ccccc2)c(=O)n(C)c1=O (centres undefined)	101.0	22.3	0.86	0.9	-4.6	-22.3	-0.5	2.3	-5.1	1.1
COc1ccc(C2OC34CCCCC3C(C#N)(C#N)C2(C#N)C(=N)O4)cc1 (centres undefined)	91.0	8.0	0.97	-0.6	1.2	-8.0	-3.9	3.9	-3.0	1
CC1=NN(c2ccccc2)C(=O)/C1=C\C=C1/N(C)c2ccccc2C1(C)C	98.0	-6.5	0.57	-0.4	-11.8	6.5	0.5	-22.2	0.0	1
CCn1cnc2cc(NS(=O)(=O)c3ccc(C)cc3)ccc21	91.2	7.4	0.94	0.2	3.1	-7.4	0.3	5.7	-1.4	1
c1ccc(-c2ccccc2OCCCCN2CCCCC2)cc1	93.8	3.5	0.92	-0.2	-6.9	-3.5	-0.7	-15.9	-9.0	1.1

Screens from PubChem.
